Source: PubChem BioAssay
Spn DPM-DC inh: S. pneumoniae DPM-DC inhibitors, primary screen, biochemical, PK/LDH-coupled NADH fluorescence; 0.49% of 65,000 active; calls only at 10 µM; purified DPM-DC;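 active = the 320 compounds with the highest percent inhibition in the single-dose primary screen, excluding strongly autofluorescent ones, cut at about 32% in these data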;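 note: kinetic rate of NADH fluorescence loss reporting ADP formed by the decarboxylase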
LYP inhibition: LYP phosphatase inhibitors, primary screen, biochemical, DiFMUP fluorescence, recombinant catalytic domain, 10 µM (AID 606); Tyrosine-protein phosphatase non-receptor type 22 (Homo sapiens); recombinant LYP catalytic domain, DiFMUP fluorescence; higher % means a stronger effect; inhibition, % at 10 µM, or IC50 in µM where a hit was titrated; 52,000 tested, under 10 active;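 active = IC50 under 40 µM in the dose-response test; inactive = IC50 of 40 µM or more, or never dose-tested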
Spn MK inh: S. pneumoniae MK inhibitors, primary screen, biochemical, PK/LDH-coupled NADH absorbance. mevalonate kinase [Streptococcus pneumoniae D39]. purified MK, PK/LDH-coupled NADH absorbance 340 nm. inhibition, % at 10 µM. 0.48% of 65,000 active;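 active = ranked among the strongest by inhibition in the single 10 µM screen, a fixed top-ranked set picked for dose follow-up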; note: no value below 0 was filed
HT1080 cytotoxicity: cytotoxicity in HT1080 fibrosarcoma cells, cell-based, fluorescence readout (AID 620); cytotoxicity, % at 10 µM, or EC50 in µM where a hit was titrated; HT1080 viability, fluorescence; higher % means a stronger effect; 0.42% of 87,000 active;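 note: cells exposed to compound overnight then 4 h with Alamar Blue; 0% = vehicle DMSO and 100% = killing control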
Bfl-1 displacement: Bfl-1 inhibitors, primary screen, biochemical, fluorescence polarization, FITC-Bid, mouse (AID 432); Bcl-2-related protein A1 (Mus musculus); 0.02% of 64,000 active; FITC-Bid BH3 peptide fluorescence polarization displacement; higher % means a stronger effect; one-dose displacement, % at 20 µM; IC50 in µM for titrated hits; in the data active = a potency from the dose series; inactive = the rest, 99 in 100 with displacement below about 15%; note: strong numbers were not always called active
HPDE-C7 cytotoxicity: cytotoxicity in HPDE-C7 cells, cell-based, fluorescence, HTS (AID 430). HPDE-C7 pancreatic duct cells viability, fluorescence; higher % means a stronger effect. 1.8% of 63,000 active. cytotoxicity, % at 10 µM, or EC50 in µM where a hit was titrated;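 note: cells exposed to compound for 48 hours before viability readout; 0% = vehicle and 100% = reference cytotoxic drug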
HPDE-C7K KRASV12: cytotoxicity in KRAS-transformed pancreatic duct cells, primary screen, cell-based, fluorescence, HTS (AID 431) | cytotoxicity, % at 10 µM; hits with a dose series show EC50 in µM | HPDE-C7K KRASV12 cells, Alamar Blue viability, 48 h; higher % means a stronger effect | 1.7% of 63,000 active;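 active = compounds whose percent cytotoxicity in the single-dose primary screen, scaled between solvent and toxic-drug controls, exceeds 50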;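 note: 0% = DMSO solvent wells and 100% = doxorubicin-treated wells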
TNAP inhibition: human TNAP enzyme inhibitors, biochemical, luminescent (AID 518); Alkaline phosphatase, tissue-nonspecific isozyme (Homo sapiens); purified TNAP enzyme, luminescent substrate readout; higher % means a stronger effect; inhibition, % at 20 µM; hits with a dose series show IC50 in µM; 0.09% of 64,000 active; in the data active = a potency from the dose series; inactive = the rest, 99 in 100 with inhibition below about 22%;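 note: plate controls were vehicle for no effect and reference inhibitor for full effect; many of its hits are not listed in these tables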
PMK inhibit: S. pneumoniae PMK inhibitors, primary screen, biochemical, mevalonate pathway, pilot trial included. 0.49% of 65,000 active. inhibition, % at 10 µM. phosphomevalonate kinase (Streptococcus pneumoniae D39). purified PMK, PK/LDH-coupled NADH absorbance 340 nm;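 active = top-ranked compounds by inhibition in the single 10 µM screen, taking a fixed number of the strongest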;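 note: 0% = full reaction with DMSO carrier and 100% = background rate without enzyme reaction; no value below 0 was filed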
PMK inhibit pilot replicates: also measured in PMK inhibit; calls as there; inhibition, %; measured here: pilot screen replicates
Spn MK inh pilot replicates: also measured in Spn MK inh; calls as there; inhibition, %; measured here: pilot screen replicates
Spn DPM-DC inh pilot screen %: second read-out of Spn DPM-DC inh, no call of its own (marks repeat the call); inhibition, %; measured here: pilot screen trials
An asterisk follows results filed as active; i = inactive; · = no result given; + = active, no number. Cut-off read from the data, not from the text of the source, unless noted: active = cytotoxicity above about 50%; inactive = the rest.

SMILES	Spn DPM-DC inh	LYP inhibition	Spn MK inh	HT1080 cytotoxicity	Bfl-1 displacement	HPDE-C7 cytotoxicity	HPDE-C7K KRASV12	TNAP inhibition	PMK inhibit	others
CC(C)(C)C1CCc2c(sc3c2C(=O)NC(c2ccco2)N3)C1 (stereo not given)	i	-7%	5	1%	2%	42%	40%	22%	4	PMK inhibit pilot replicates=0.0;Spn MK inh pilot replicates=0.0;Spn DPM-DC inh pilot screen %=0.5
C=CCn1cc(C(=O)OC)c(=O)c2cc(S(=O)(=O)N3CCC(C)CC3)ccc21	i	11%	0	6%	-14%	-5%	6%	8%	10
Oc1ccc(C=Nc2ccc(N3CCOCC3)cc2)c(O)c1	i	-2%	3	6%	4%	-5%	-7%	13%	0
CC(NC(=O)c1ccco1)C(c1cccs1)N1CCN(c2ccccc2F)CC1 (stereo not given)	i	14%	3	-4%	·	·	·	·	10
CN(c1cccc(NC(=O)Cc2ccccc2)c1)S(C)(=O)=O	i	6%	11	-6%	-1%	-4%	1%	13%	7
CCOc1ccccc1NC(=O)c1ccccc1-c1nc(-c2ccccc2)no1	i	3%	7	-21%	-6%	0%	10%	7%	5
Cc1nnc(SCC(=O)N2CCN(S(=O)(=O)c3ccc(Cl)cc3)CC2)[nH]c1=O	i	0%	0	-1%	-3%	-11%	-2%	5%	13
Cc1cc(C)nc(SCc2nnc(SCC(=O)Nc3cc(C(F)(F)F)ccc3Cl)o2)n1	i	·	1	-1%	1%	-3%	-13%	-16%	7
CCOC(=O)C1Cc2c([nH]c3ccccc23)C(C)N1 (stereo not given)	i	-3%	0	7%	-10%	-2%	2%	14%	7
COc1ccc(CNC(=O)CSc2ncn[nH]2)cc1	i	10%	15	1%	-7%	-11%	0%	16%	9
CCOc1ccc(-c2nc(C#N)c(N3CCN(C)CC3)o2)cc1	·	7%	6	4%	-1%	-30%	-10%	6%	1	PMK inhibit pilot replicates=2.0;Spn MK inh pilot replicates=1.0
O=C(NCC(=O)N(Cc1cccs1)C(C(=O)NC1CCCC1)c1ccncc1)c1ccco1 (stereo not given)	i	-12%	11	-7%	-6%	-39%	-40%	6%	13	PMK inhibit pilot replicates=2.0;Spn MK inh pilot replicates=1.5;Spn DPM-DC inh pilot screen %=2.0
O=C(c1cccc(COc2ccc(Cl)cc2Cl)c1)N1CCN(c2ccccn2)CC1	i	7%	1	·	2%	78%*	99%*	5%	0
CCOC(=O)c1ccc(-n2c(C)nc3c(cnn3-c3ccccc3C)c2=O)cc1	i	-2%	5	-4%	5%	3%	-1%	24%	14	PMK inhibit pilot replicates=2.0;Spn MK inh pilot replicates=2.5;Spn DPM-DC inh pilot screen %=0.0
Cn1c(NCC(O)c2ccccc2)nc2c1c(=O)n(Cc1ccc(Cl)cc1)c(=O)n2C (stereo not given)	i	·	0	4%	10%	53%*	50%*	11%	7
Nc1cc(C(=O)O)ccc1Nc1ccc(F)c(F)c1	i	-7%	0	-7%	9%	8%	-4%	9%	10	PMK inhibit pilot replicates=3.0;Spn MK inh pilot replicates=7.5;Spn DPM-DC inh pilot screen %=3.5
CCOC(=O)C1CCN(S(=O)(=O)c2ccc(-c3nc4ccccc4s3)s2)CC1	i	0%	6	0%	-5%	10%	1%	11%	13
c1ccc(OCc2nn3c(-c4n[nH]c5c4CCC5)nnc3s2)cc1	i	2%	6	2%	-10%	-5%	10%	-13%	13
c1ccc(Cn2nnnc2C(c2cccnc2)N2CCN(c3ccccc3)CC2)cc1 (stereo not given)	i	·	0	0%	-2%	-3%	9%	16%	11
Cc1cc(C)nc(N2CCCC(C(=O)NCCc3ccccc3F)C2)n1 (stereo not given)	i	·	4	-5%	8%	-4%	-4%	14%	12
CN(C)c1ccc(-c2nn3c(-c4cccnc4)nnc3s2)cc1	i	6%	2	2%	5%	-22%	-12%	9%	5
COC(=O)c1cc(OC)c(OC)cc1NC(=O)c1c(C)noc1C	i	-7%	4	·	-4%	-6%	4%	10%	0
Cc1ccc(S(=O)(=O)NCCCC(=O)C=[N+]=[N-])cc1	i	16%	7	7%	1%	-15%	-17%	17%	10
COCc1nnc(NC(=O)CSc2ccccc2)s1	i	-7%	8	-9%	-1%	4%	-2%	9%	0
CCOC(=O)C1CCCN(c2c(NCCCN(C)c3ccccc3)c(=O)c2=O)C1 (stereo not given)	i	-8%	6	-5%	-4%	-11%	-14%	-9%	0
Cc1nc2ccccn2c1/C(O)=C1\C(=O)C(=O)N(CCN2CCOCC2)C1c1cccnc1 (stereo not given)	i	·	0	-2%	-5%	-5%	9%	8%	5
CC(C)n1c(SCC(=O)N2c3ccccc3Sc3ccccc32)nc2c1c(=O)n(C)c(=O)n2C	i	7%	6	2%	-3%	-4%	9%	-2%	9
CCOCCSC1=C(C#N)C(c2cccs2)C(C(C)=O)=C(C)N1 (stereo not given)	i	12%	1	-6%	-2%	4%	5%	14%	4
CC(C)=CC/C=C1\CCC(C(=O)O)C(C(=O)O)C1 (stereo not given)	i	0%	4	17%	2%	-5%	4%	4%	0	PMK inhibit pilot replicates=5.0;Spn MK inh pilot replicates=2.5;Spn DPM-DC inh pilot screen %=2.0
COC(=O)c1[nH]nc2c1C(=O)N(Cc1ccccc1)C2=O	i	6%	1	30%	-2%	-4%	13%	-3%	15
Fc1ccc(-c2nc3n(n2)Cc2ccccc2-3)cc1	i	13%	2	31%	-4%	15%	8%	16%	1
COc1cccc(C2C(C(=O)c3ccc(C)o3)=C(O)C(=O)N2CCCN(C)C)c1 (stereo not given)	i	0%	4	-1%	2%	-12%	-17%	4%	9	PMK inhibit pilot replicates=2.0;Spn MK inh pilot replicates=2.0;Spn DPM-DC inh pilot screen %=1.5
Cn1c(=O)oc2cc(S(=O)(=O)N3CCC(N4CCCCC4)CC3)ccc21	i	3%	6	-14%	-3%	-31%	-17%	-7%	9
CC(C)C(=O)Nc1nc2c(ncn2C2CC(O)C(CO)O2)c(=O)[nH]1 (stereo not given)	i	-8%	6	-9%	-3%	-6%	6%	11%	0
CC1CCCCN1S(=O)(=O)c1ccc(S(=O)(=O)N2CCN(c3ccc(F)cc3)CC2)cc1 (stereo not given)	i	-1%	4	-10%	3%	6%	-8%	9%	13
CCN(CC)P1(=O)OC(c2cc(OC)c(OC)c(OC)c2)=Nc2c1c(C)nn2-c1ccccc1 (stereo not given)	i	-7%	11	-1%	1%	-23%	-6%	10%	0
CCOc1ccc(S(=O)(=O)Nc2cc(Sc3ncn[nH]3)c3oc(=O)sc3c2)cc1	i	·	3	-9%	6%	19µM*	14µM*	4%	14
CCOC(=O)c1[nH]c2ccc(OC)cc2c1NS(=O)(=O)c1ccc(OC)cc1OC	i	2%	4	-3%	-6%	6%	11%	4%	5
Cc1oc(-c2ccc(Cl)cc2)nc1CN1CCC(C(=O)N2CCN(c3ccccn3)CC2)CC1	i	11%	11	-4%	-11%	-3%	8%	8%	0
O=C(CN(CCN1CCOCC1)C(=O)Cn1nnc(-c2ccc(F)cc2)n1)NC1CCCCC1	·	-1%	11	8%	-5%	-1%	0%	7%	7
CCOC(=O)N1CCN(Cc2cc(=O)oc3ccc(Cl)cc23)CC1	i	·	13	2%	-1%	-9%	4%	4%	18
COc1cc2c(cc1OC)C(C(=O)Nc1ccc3c(c1)OCCO3)C(c1cccnc1)N(C)C2=O (stereo not given)	i	14%	16	0%	-2%	-21%	-19%	7%	0
O=C(O)c1ccc(CNC(=O)c2ccc(Br)o2)cc1	i	6%	11	8%	3%	0%	-3%	10%	4
O=C(CSc1cccc(C(F)(F)F)c1)NC(=O)NCc1ccco1	i	-12%	2	1%	4%	-19%	-21%	10%	17
COc1ccc2sc(NC(C)=O)nc2c1	i	·	4	4%	-1%	4%	6%	13%	14
Cn1c(N)c(C(=O)c2cc(-c3ccccn3)nc3ccccc23)c(=O)[nH]c1=O	i	-3%	4	-8%	4%	-7%	-1%	11%	22
Cc1cc(=O)[nH]c(SCc2cc(Cl)ccc2OC(F)F)n1	i	5%	13	0%	-6%	·	·	10%	17
CCCCCCn1c(-c2ccco2)nc2oc3cc(OC)ccc3c(=O)c2c1=O	i	·	0	1%	3%	2%	-2%	7%	4
COc1ccc2c(c1)C1(Nc3ccccc3C(=O)N1c1ccccc1)C(=O)N2 (stereo not given)	i	11%	10	-5%	-8%	-15%	-13%	13%	4
COC(=O)c1ccc(COC(=O)c2ccc(-n3cnnn3)cc2)o1	i	12%	8	-1%	-10%	-2%	-6%	12%	0

Pulled by compound from the list above:
SMILES	Spn DPM-DC inh	LYP inhibition	Spn MK inh	HT1080 cytotoxicity	Bfl-1 displacement	HPDE-C7 cytotoxicity	HPDE-C7K KRASV12	TNAP inhibition	PMK inhibit	others
COc1ccc2sc(NC(C)=O)nc2c1	i	·	4	4%	-1%	4%	6%	13%	14
COc1ccc2c(c1)C1(Nc3ccccc3C(=O)N1c1ccccc1)C(=O)N2 (stereo not given)	i	11%	10	-5%	-8%	-15%	-13%	13%	4

(continued)
SMILES	Spn DPM-DC inh	LYP inhibition	Spn MK inh	HT1080 cytotoxicity	Bfl-1 displacement	HPDE-C7 cytotoxicity	HPDE-C7K KRASV12	TNAP inhibition	PMK inhibit	others
COc1cccc(-c2nnc(SCC(=O)OC(C)C)n2Cc2ccco2)c1	i	5%	3	-2%	1%	-13%	-2%	8%	2
C=CCOc1c(Br)cc(CNn2nnnc2N)cc1OC	i	·	4	24%	-10%	1%	7%	11%	5
O=S(=O)(c1ccc(F)cc1)N1CN(Cc2ccco2)c2nc3ccccc3nc21	·	·	·	8%	3%	-5%	4%	6%	·
CCc1cccc(C)c1NC(=O)C1=C(C(=O)O)CCCC1	i	-2%	0	-4%	-4%	0%	7%	4%	15
CCOC(=O)N1CCN(C(=O)CSc2nnc(-c3cccs3)o2)CC1	i	9%	8	-4%	1%	-5%	4%	31%	12
COc1ccc(-c2nc(CN3CCC(C(=O)NC(C)C)CC3)c(C)o2)cc1OC	i	7%	6	2%	-3%	-11%	-6%	6%	10
O=C(Cn1c(=O)n(-c2cccc(Cl)c2)c(=O)n1CC(=O)N1CCCCC1)N1CCCCC1	i	8%	8	0%	-5%	1%	4%	11%	9
Cc1cc(-c2ccccc2)nc(N2CCC(C(=O)NC(C)C)CC2)n1	+	·	0	-3%	0%	16%	34%	17%	14
O=C(c1ncc[nH]1)c1ccco1	i	-8%	7	18%	-8%	·	·	15%	9

No enrichment for hits; 3.3% or so of the library scored in one or more.
